# HT1080 IDH1KD tx: qHTS for induction of synthetic lethality in tumor cells producing 2HG: qHTS for the HT-1080-IDH1KD cell line. Potency, µM (doses to about 46.1 µM), for the others: at the top dose activity, negative = toxicity, actives largely listed as cytotoxic. 2% of 360,000 active. HT-1080 IDH1 knockdown viability, ATP luminescence, 48 h;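 also: 0% = DMSO wells and -100% = cell-free medium wells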
#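 HT-1080-IDH1KD cells (IDH1 knocked down), 750/well in RPMI with 5% FBS, treated with compound 48 h at 37 degrees C. Viability by CellTiter-Glo luminescence, normalised to DMSO and no-cell wells; concentration-response curves classed.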
# KB-3-1 tox: qHTS assay for MDR1-selective chemotherapeutics: Primary screen using the parental adenocarcinoma cell KB-3-1; Potency, µM (series often up to 46.1 µM), without a hit: at the top dose activity change, negative = cytotoxic, usual class: cytotoxic; KB-3-1 viability, CellTiter-Glo ATP luminescence, 72 h; AID 1347075, 2019; 1.4% of 400,000 active; also: % is scaled to controls: 0 for no effect and ±100 for the full control effect; nearly all actives have a fitted effect of over 60% in size
#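 Parental KB-3-1 viability, qHTS format: 72 h compound exposure, 37 °C; CellTiter-Glo; media-only wells and DMSO plates as controls; concentration-effect fits on corrected data.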
# SW480 rerep: A quantitative high throughput screen for small molecules that induce DNA re-replication in SW480 colon adenocarcinoma cells. SW480 DNA re-replication, Hoechst DNA content imaging, 48 h. Potency, µM (series often up to 46.1 µM), without a hit: top-dose re-replication activation, most hits filed as activators. 1.8% of 340,000 active. AID 624297, 2012; also: % of control where 0% means no effect; nearly all actives have a fitted effect of over 55% in size
#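 Cells (250 per well) received 23 nL compound or DMSO by pin tool and were kept 48 hr at 37 C, 5% CO2. Nuclei were then stained with Hoechst for 40 min and scanned for DNA content.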
# GLP1R ag: qHTS of GLP-1 Receptor Agonists; Glucagon-like peptide 1 receptor (Homo sapiens), P43220; AID 624172, 2012; 0.007% of 380,000 active; Potency, µM (highest dose often 45.6 µM), for inactives: top-dose activation, actives largely listed as activators; HEK293 GLP-1R CRE-luciferase, luminescence, 4-6 h; cells express a hypersensitive GLP-1R form; also: % of control where 0% means no effect
# Target sequence (P43220 whole entry, looked up): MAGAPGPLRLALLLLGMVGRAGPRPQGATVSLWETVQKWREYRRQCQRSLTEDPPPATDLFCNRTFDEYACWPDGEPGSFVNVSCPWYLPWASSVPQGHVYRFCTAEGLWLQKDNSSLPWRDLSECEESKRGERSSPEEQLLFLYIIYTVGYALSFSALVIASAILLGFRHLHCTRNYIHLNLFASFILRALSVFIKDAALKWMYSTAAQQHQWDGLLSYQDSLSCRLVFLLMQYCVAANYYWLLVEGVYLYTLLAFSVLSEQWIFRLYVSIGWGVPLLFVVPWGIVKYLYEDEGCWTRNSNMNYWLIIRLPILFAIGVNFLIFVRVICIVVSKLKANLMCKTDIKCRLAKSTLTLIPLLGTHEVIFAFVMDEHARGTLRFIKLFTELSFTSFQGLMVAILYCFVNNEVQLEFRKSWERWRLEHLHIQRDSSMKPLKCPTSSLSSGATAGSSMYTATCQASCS
# HT1080NT lethal: qHTS for induction of synthetic lethality in tumor cells producing 2HG: qHTS for the HT-1080-NT fibrosarcoma cell line; HT-1080-NT fibrosarcoma viability, CellTiter-Glo ATP luminescence, 48 h; Potency, µM (series often up to 46.1 µM), inactives show top-dose activity, negative = less viability, hits mostly cytotoxic; 1.6% of 360,000 active; AID 686970, 2013;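 also: NT is the 2HG producing partner of a matched IDH1 knockdown line; 0% = DMSO-treated cells and -100% = media-only wells without cells; nearly all actives have a fitted effect of over 55% in size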
#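 Read-out is CellTiter-Glo luminescence after 10 minutes at room temperature, following 48 hours' compound treatment of HT-1080-NT cells (750 cells/well, RPMI, 5% FBS, 37 degrees C).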
# GLP-1R inv ag: qHTS of GLP-1 Receptor Inverse Agonists (Inhibition Mode); 1.6% of 410,000 active; Potency, µM (doses to about 38.3 µM), without a hit: at the top dose activity change, negative = inhibition, usual class: inhibitors; Glucagon-like peptide 1 receptor (Homo sapiens), P43220; HEK293 GLP-1R CRE-luciferase, luminescence, 24 h; GLP-1R form is constitutively active; also: % is scaled to controls: 0 for no effect and ±100 for the full control effect; nearly all actives have a fitted effect of over 55% in size
#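 Seeding at 200 cells/uL, 12 h culture, 24 hr compound treatment, then luciferase reagent and a luminescence read; cells are HEK293 stably expressing a constitutively active GLP-1R plus cAMP-responsive luciferase.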
# KB-V1 MDR tox: qHTS assay for MDR1-selective chemotherapeutics: Primary screen using the drug-selected MDR subline cells KB-V1 | KB-V1 MDR cells viability, CellTiter-Glo, 72 h | Potency, µM (doses to about 46.1 µM), for inactives: at the top dose activity change, negative = cytotoxicity, actives largely listed as cytotoxic | 3.4% of 400,000 active; also: % is scaled to controls: 0 for no effect and ±100 for the full control effect; nearly all actives have a fitted effect of over 60% in size
#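 KB-V1 cells (P-gp-expressing MDR subline of KB-3-1) in phenol-red-free DMEM with 10% FBS were exposed to library compounds over a concentration series for 72 h at 37 degrees C. Viability read by CellTiter-Glo luminescence; concentration-effect curves fitted after normalization.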
# TDP43 rescue: qHTS of TDP-43 Inhibitors. TDP-43 expressing yeast growth rescue, BacTiter-Glo, 24 h. Potency, µM (series often up to 46.1 µM), for inactives: at the highest dose growth rescue (activation), most hits filed as activators. 1.8% of 410,000 active. AID 652104, 2013; also: % of control where 0% means no effect; nearly all actives have a fitted effect of over 50% in size
#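 Luminescence from BacTiter-Glo reports growth of TDP-43-expressing yeast after 24 hr at 30 deg C with compound. Cells were raffinose-pregrown to mid-log, then seeded in galactose medium at OD600=0.02.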
# HEK293 tox: qHTS of GLP-1 Receptor Inverse Agonists: Cytotox Screen. HEK293 cAMP-luciferase reporter cells, luminescence, 24 h. Potency, µM (doses to about 38.3 µM), for the others: top-dose activity change, negative = inhibition, most hits filed as inhibitors. 0.13% of 410,000 active;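 also: loss of luciferase light is scored as toxicity; % is scaled to controls: 0 for no effect and ±100 for the full control effect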
#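 Quantitative HTS format, 1536 wells, 200 cells/uL seeded. Compounds: 23 nL, 24 h, 37 °C. Detection: luciferase reagent, luminescence at 12 min RT; decreased signal taken as cytotoxic.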
# * = called active by the depositor; u = inconclusive; x = no result given; [ ] = dose if it differs, or a comment. Calls follow the shape of the dose curve; as a rule, active = well fitted curve in the direction sought with a large enough effect; inconclusive = small, poorly fitted or top-dose-only effect, or another doubt; inactive = no such curve, though single readings can be large; an effect the other way counts as inactive or inconclusive. Potency is read from the fitted curve at half-maximal effect.
no.	SMILES	HT1080 IDH1KD tx	KB-3-1 tox	SW480 rerep	GLP1R ag	HT1080NT lethal	GLP-1R inv ag	KB-V1 MDR tox	TDP43 rescue	HEK293 tox
1	COc1ccc(C(=O)NCC(=O)NCC(=O)OCc2ccc(Br)cc2)cc1	4%	9%	-3%	0%	0%	1%	0%	-17%	0%
2	COc1ccc(C(=O)C2CC2)cc1	12%	6%	1%	13%	-1%	6%	2%	1%	16%
3	CC(=O)c1cccc(NC(=O)CCc2nnc3ccc(N4CCOCC4)nn23)c1	9%	10%	-8%	-2%	7%	9%	u	0%	-11%
4	O=C1CC(c2ccccc2)NN1 (stereo not given)	9%	0%	0%	0%	3%	16%	21%	7%	9%
5	COc1ccc2c(CCNC(=O)CN3C(=O)c4ccccc4C3=O)c[nH]c2c1	0%	2%	-2%	-2%	5%	6%	4%	10%	3%
6	CC1CCCCN1C(=O)c1ccc(NC(=O)c2ccccc2Cl)cc1 (stereo not given)	6%	4%	-4%	-7%	3%	u	-1%	5%	3%
7	O=C(N/C(=C\c1ccccc1)C(=O)N1CCCCC1)c1ccc(Br)o1	-4%	-4%	1%	-4%	-4%	10µM*	11%	-1%	4%
8	Cc1ccc(N(CC(=O)NCC2CCCO2)C(=O)CCC(=O)Nc2ccccn2)cc1C (stereo not given)	1%	5%	-12%	0%	1%	-29%	-13%	0%	-22%
9	O=C(c1cc(-n2cnnc2)ccc1Cl)N1CCN(c2nc(-c3ccccc3)cs2)CC1	u	21µM*	23%	-6%	u	-6%	-8%	8%	6%
10	Cc1cc(CN2CCN(CC(=O)Nc3cc(Cl)ccc3-n3cncn3)CC2)no1	1%	4%	u	13%	-6%	9%	-2%	13%	16%
11	CN(C)c1nc(N2CCN(c3ccc(F)cc3)CC2)c(C#N)c(=O)o1	-3%	-1%	-5%	2%	-4%	23%	-18%	-15%	24%
12	Cc1cccc(OCC(=O)N(C)CCc2ccccn2)c1	12%	u	1%	12%	12%	-6%	4%	-22%	-11%
13	Cc1cccc(C(=O)N2CCCC(CCC(=O)N3CCN(c4ccccn4)CC3)C2)c1C (stereo not given)	-7%	-23%	-2%	-3%	8%	u	u	9%	-12%
14	Cc1cccc(OCc2nc(C#N)c(N3CCCC3)o2)c1	0%	-2%	-6%	12%	0%	-10%	-7%	30%	3%
15	CCCCCCC(=O)NN1CCN(C)CC1	8%	5%	-1%	-20%	18%	-1%	-1%	-16%	-9%
16	CC(=O)C1C(c2ccc([N+](=O)[O-])cc2)c2c(noc2C)CC1(C)O (stereo not given)	5%	6%	-23%	4%	16%	5%	2%	16%	u
17	COC(=O)c1[nH]c2c(c1C)C(=O)CC(c1cccc(OC)c1)C2 (stereo not given)	0.92µM*	u	0.73µM*	5%	0.73µM*	-45%	u	1%	u
18	CC(NS(=O)(=O)c1ccc(Br)cc1)C(c1cccs1)N1CCN(C)CC1 (stereo not given)	-18%	-2%	-12%	-3%	-22%	u	-8%	-13%	-1%
19	CCCOc1ccc(CNC(=O)CCCN2C(=O)CSc3c2c(C)nn3-c2ccccc2)cc1	x	-2%	x	x	x	u	-6%	18µM*	-6%
20	CC1(C)Oc2ccc(C(=O)N3CCCC3)cc2N(CC(=O)NCc2ccccc2)C1=O	4%	-8%	-2%	14%	-2%	-1%	2%	3%	-5%

# Three structures out of the list, arranged by count of non-hydrogen atoms, smallest number first:
no.	SMILES	HT1080 IDH1KD tx	KB-3-1 tox	SW480 rerep	GLP1R ag	HT1080NT lethal	GLP-1R inv ag	KB-V1 MDR tox	TDP43 rescue	HEK293 tox
15	CCCCCCC(=O)NN1CCN(C)CC1	8%	5%	-1%	-20%	18%	-1%	-1%	-16%	-9%
5	COc1ccc2c(CCNC(=O)CN3C(=O)c4ccccc4C3=O)c[nH]c2c1	0%	2%	-2%	-2%	5%	6%	4%	10%	3%
19	CCCOc1ccc(CNC(=O)CCCN2C(=O)CSc3c2c(C)nn3-c2ccccc2)cc1	x	-2%	x	x	x	u	-6%	18µM*	-6%

# (cont.)
no.	SMILES	HT1080 IDH1KD tx	KB-3-1 tox	SW480 rerep	GLP1R ag	HT1080NT lethal	GLP-1R inv ag	KB-V1 MDR tox	TDP43 rescue	HEK293 tox
21	COc1ccc(NC(=O)NCCc2ccc(Cl)cc2)cc1OC	8%	1%	-46%[inhibitor]	5%	6%	12%	0%	8%	4%
22	O=C(Oc1ccccc1[N+](=O)[O-])c1cccnc1	-10%	18%	3%	2%	-6%	0%	10%	8%	0%
23	CCOc1ccc(C)cc1S(=O)(=O)n1cnc2ccccc21	13µM*	13µM*	u	-7%	9.2µM*	u	u	23%	-27%
24	OCC1=C[C@@H](O)C2C=CO[C@@H](O[C@@H]3O[C@H](CO)[C@@H](O)[C@H](O)[C@H]3O)C12 (stereo not given in full)	6%	0%	-16%	-2%	16%	15%	-4%	10%	0%
25	CCOc1cc(N2CCOCC2)c(OCC)cc1NC(=O)CN1C(=O)NC2(CCCCC2)C1=O	9%	x	6%	-1%	0%	2%	x	16%	2%
26	Cc1cccc(C)c1NC(=O)CSc1nnc(NC(=O)c2ccccc2C(=O)O)s1	-10%	18%	-4%	-4%	-1%	7%	0%	3%	2%
27	Cc1ccc2nc(NC(=O)CSc3nncc(=O)n3N)sc2c1	8%	-3%	-3%	1%	-3%	-6%	-11%	8%	-14%
28	CN(Cc1ccccc1)C(=O)Nc1ccc(Cl)cc1	-2%	2%	-23%	0%	2%	-27%	-5%	13%	4%
29	CCOC(=O)C1=C(C)N(C[C@@H]2CC[C@@H](Cc3ccc(-c4ccccc4)cc3)O2)C(=O)NC1c1ccc(SCc2ccco2)c([N+](=O)[O-])c1 (stereo not given in full)	-3%	0%	-1%	-5%	-1%	5%	0%	-10%	7%
30	COc1ccc(-c2nc3ccc([N+](=O)[O-])cc3o2)cc1	28%	0%	0%	0%	23%	28%	26%	-3%	-10%
31	Nc1nonc1C(=O)NCCNC(=O)c1ccc(Cl)cc1	16%	-1%	3%	7%	16%	-9%	1%	18%	-55%
32	CC1CCCCN1CCn1c(=S)[nH]c2ncccc2c1=O (stereo not given)	8%	-4%	-15%	-1%	19%	6%	-2%	6%	-4%
33	O=C(Nc1nc2ccc(F)cc2s1)Oc1ccccc1	-12%	3%	-4%	2%	2%	25%	0%	-18%	-4%
34	CCOC(=O)c1c(S(=O)(=O)N2CCN(C)CC2)c(C)n(C)c1C	12%	-5%	-6%	-2%	6%	-4%	21%	5%	-6%
35	CC(NC(=O)COC(=O)/C(=C/c1cccs1)c1cccs1)c1ccccc1 (stereo not given)	-7%	-4%	7%	7%	-3%	u	-23%	1%	-14%
36	O=C(c1ccc(Cl)s1)N1CCCC1	9%	-14%	-3%	7%	14%	5%	2%	-14%	0%
37	CCN(CC)CCCNC(=O)c1oc2ccc3c(c2c1C)C(O)CC(C)(C)O3 (stereo not given)	-4%	-1%	-4%	u	-8%	u	8%	-4%	3%
38	CCOC(=O)c1nn(-c2cccc(Cl)c2)c2nc(CC(C)C)c(C#N)c(=O)n12	4%	0%	-8%	-2%	4%	8%	u	-9%	1%
39	Cc1ccccc1NC(=O)C1CCCN(S(=O)(=O)c2cnc[nH]2)C1 (stereo not given)	8%	5%	-1%	4%	0%	11%	6%	7%	9%
40	Cc1ccccc1OCc1nnc(SCc2cc(=O)c3ccccc3[nH]2)n1C	x	-31%	x	x	x	-20%	0%	-30%	-2%
41	Cc1ccc(S(=O)(=O)NCCC(=O)NCCSc2ccc(Br)cc2)cc1	-2%	x	-2%	5%	0%	u	x	26%	-2%
42	C/C=C/c1cccc(-c2nc(C(=O)N3CCN(C)CC3)cc3c2[C@@H](CCO)N(C(=O)NC(C)C)C3)c1	-1%	18%	x	-2%	11%	15%	-13%	21%	0%
43	O=C(NCCN1CCOCC1)c1cnn2c1NC(c1cccs1)CC2C(F)(F)F (stereo not given)	-10%	3%	41%	4%	-10%	-12%	-3%	-6%	3%
44	Cc1ccc(N/N=C(\Cc2nc3ccccc3[nH]2)c2ccccc2)cc1	0.92µM*	1.2µM*	1.8µM*	7%	1.3µM*	0%	3.7µM*	30%	u
45	COc1cccc(C(=O)OCC(=O)NCC2CCCO2)c1 (stereo not given)	17%	6%	-1%	-2%	11%	19%	-2%	25%	-7%
46	CCN(c1ccc(OC)cc1)S(=O)(=O)c1nnc(NC(=O)c2ccc(C)cc2)s1	0%	1%	1%	10%	2%	-7%	0%	7%	0%
47	COc1cc(C2c3cc4c(cc3C3OC(=O)C2C3CO)OCO4)cc(OC)c1OC (stereo not given)	0.016µM*	u	x	0%	0.01µM*	-68%	0.21µM*	3%	-43%
48	O=C(CN1C(=O)NC(Cc2ccccc2)C1=O)Nc1ccc(F)cc1 (stereo not given)	-9%	4%	-14%	-9%	3%	-6%	1%	-12%	9%
49	Cn1c(SCc2ccccn2)nnc1-c1cnccn1	6%	0%	-32%	-3%	0%	-7%	11%	-8%	-5%
50	CC(NC(=O)c1ccccc1NS(=O)(=O)c1ccc(CCC(=O)O)cc1)c1ccccc1 (stereo not given)	10%	4%	3%	-14%	-4%	-2%	11%	21%	-1%

# Entries of single compounds, looked up by structure. Order of screens: HT1080 IDH1KD tx | KB-3-1 tox | SW480 rerep | GLP1R ag | HT1080NT lethal | GLP-1R inv ag | KB-V1 MDR tox | TDP43 rescue | HEK293 tox
# `C/C=C/c1cccc(-c2nc(C(=O)N3CCN(C)CC3)cc3c2[C@@H](CCO)N(C(=O)NC(C)C)C3)c1` reads -1% | 18% | x | -2% | 11% | 15% | -13% | 21% | 0%
# `O=C(NCCN1CCOCC1)c1cnn2c1NC(c1cccs1)CC2C(F)(F)F` (stereo not given) reads -10% | 3% | 41% | 4% | -10% | -12% | -3% | -6% | 3%

# Compound activity: PubChem BioAssay, National Center for Advancing Translational Sciences (NCATS)
